Assay outcomes as filed in PubChem BioAssay.
Xi reactivation: activators of inactive X chromosome reactivation, primary screen, imaging, XiGFP fibroblasts, GFP high-content imaging, set 2. XiGFP mouse fibroblasts, % GFP-positive cells imaging, 3 d; cells co-treated with 5-aza-dC sensitizer; scaled so ellipticine positive control = 100%. activation, % at 7.58 µM. 0.055% of 360,000 active. AID 743238, 2013;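 active = mean normalized replicate activation at least 10% and every replicate at or above 10%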;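 note: 0% = median of on-plate neutral control wells and 100% = ellipticine 6 µM median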
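System: 68-5-11 XiGFP fibroblast line | Buffer or medium: DMEM containing 5-aza-dC | Compound: Single point | Times: Compounds 3 days, fix/stain 15 min at room temperature | Benchmarks: Positive control ellipticine, 6 µM final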
E-selectin induc: E-selectin induction in HUVECs, primary screen, imaging, HUVEC, immunofluorescence imaging, single point | P16581 | normalized: neutral wells 0, TNF-alpha wells 100 | activation, % at 7.58 µM | 0.37% of 260,000 active | AID 686992, 2013;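 active = mean E-selectin-positive cell signal at least 10% of the positive control, reached in at least 60% of replicates, without over 20% cell loss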;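 note: in these data hits start at about 27%; measured in HUVEC primary endothelial cells; signal is the percent of cells scored E-selectin positive by PE staining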
Target sequence (P16581 whole entry, looked up): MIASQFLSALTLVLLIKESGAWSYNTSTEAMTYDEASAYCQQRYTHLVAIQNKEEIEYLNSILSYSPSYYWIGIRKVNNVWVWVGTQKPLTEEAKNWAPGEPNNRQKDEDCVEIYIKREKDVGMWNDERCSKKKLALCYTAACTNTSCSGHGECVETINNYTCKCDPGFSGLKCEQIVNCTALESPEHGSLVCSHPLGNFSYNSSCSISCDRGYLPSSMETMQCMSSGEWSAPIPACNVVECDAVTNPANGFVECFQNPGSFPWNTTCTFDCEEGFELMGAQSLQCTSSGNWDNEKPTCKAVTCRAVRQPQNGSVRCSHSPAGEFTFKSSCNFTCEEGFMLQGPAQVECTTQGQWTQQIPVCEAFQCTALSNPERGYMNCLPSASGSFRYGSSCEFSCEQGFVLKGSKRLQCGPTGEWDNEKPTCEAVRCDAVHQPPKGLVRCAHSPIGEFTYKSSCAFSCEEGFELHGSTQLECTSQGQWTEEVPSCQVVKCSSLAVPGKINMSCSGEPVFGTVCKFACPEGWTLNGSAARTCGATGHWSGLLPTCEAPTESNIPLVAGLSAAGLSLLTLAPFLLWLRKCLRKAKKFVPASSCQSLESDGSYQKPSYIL
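Test system – human umbilical vein endothelial cells (HUVEC), E-selectin induction · Input – 3,000 HUVEC seeded per well · Buffer or medium – EGM-2, gelatin · Compound dosing – single-point compound dose · Detection – immunofluorescence imaging · Measure – percent E-selectin-positive cells · Controls – TNF-alpha high, DMSO low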
FN deposit inh: inhibitors of fibronectin matrix deposition, primary screen, AH1F cells, Alexa488-fibronectin fluorescence, plate reader. AH1F fibroblasts, overnight. inhibition, % at 12.6 µM. AID 743247, 2014. 0.086% of 350,000 active;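 active = mean inhibition across replicates of 30% or more, regardless of how many single replicates reach that level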;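 note: positive control wells lacked labelled fibronectin entirely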
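material = AH1F fibroblast monolayer depositing Alexa488-labelled fibronectin into matrix | amount = 10000 AH1F cells/well | buffer or medium = DMEM plus 2% serum, read in PBS | incubation = 1 h cell adhesion before compound, then overnight fibronectin incubation | detection = fluorescence at 485 nm excitation, 525 nm emission | evaluation = percent inhibition as loss of matrix-bound fibronectin fluorescence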
The depositor's hits bear a star.

SMILES	Xi reactivation	E-selectin induc	FN deposit inh
COc1ccc2cc(C)c3nnc(SCC(=O)Nc4nc(-c5ccc(F)cc5)cs4)n3c2c1	0.1	0.3	1
Fc1cccc(NC(=S)NCc2cccnc2)c1	0.0	-0.4	-9
C[C@@H]1CN([C@H](C)CO)C(=O)c2cc(NC(=O)Nc3ccccc3)ccc2O[C@@H](C)CCCCO[C@H]1CN(C)C(=O)NC1CCCCC1	0.2	0.7	17
Nc1c(C(=O)Nc2ccc(Cl)c(Cl)c2)sc2nc(-c3cccnc3)ccc12	0.1	-0.3	-5
Cc1cccc(C)c1N=C1NN=C(c2ccccc2F)CS1	0.1	14	15
COc1c(Br)cc2c(C)c(C(=O)O)oc2c1Br	-0.1	0.1	0
CCOC(=O)c1sc(NC(=O)C(OC(C)=O)c2ccccc2)nc1C (centres undefined)	0.0	-1.3	-2
O=C(/C=C/c1cn(CC(O)CN2CCCCCC2)c2ccccc12)c1cccs1 (centres undefined)	3.8	1.4	-3
COc1ccc(S(=O)(=O)N2CCOCC2)cc1NC(=O)COc1ncnc2ccccc12	0.1	1.9	-8
COc1cccc(CN(Cc2ccccc2F)S(=O)(=O)c2ccc(S(=O)(=O)NCc3ccccc3)cc2)c1	0.1	-0.4	-12
O=C(Oc1cccc(N2C(=O)C3C4c5ccccc5C(c5ccccc54)C3C2=O)c1)c1ccco1 (centres undefined)	0.1	-0.4	-3
CCOc1cc(OCC)nc(S(C)(=O)=O)n1	0.2	-0.1	5
COC(=O)c1ccc(NC(=S)NC2CC3CCC2C3)cc1 (centres undefined)	-0.1	1.8	-1
CC1CCN(C(=S)Nc2ccc(F)cc2)CC1	-0.1	2.4	16
O=C(Nc1cc(Cl)cc(Cl)c1)C(c1ccccc1)N1CCCCC1 (centres undefined)	0.0	0.0	-3
COc1ccc(/C(C)=N/Nc2ccc(C(=O)O)cc2)c(OC)c1	-0.1	-0.6	5
O=C(Nc1cccc(C(F)(F)F)c1)c1cc2c(s1)-c1ccccc1OC2	0.1	5.3	8
O=C(c1cc([N+](=O)[O-])cc([N+](=O)[O-])c1)N(c1ccccn1)c1ccccn1	-0.1	-0.4	-3
COc1ccc(/C=N/NC(=S)Nc2ccccc2)cc1COc1ccc(F)cc1F	0.1	1.7	-11
COc1ccc(CCN=C(N)NS(=O)(=O)c2ccc3ccccc3c2)cc1	-0.1	-0.4	6
CC1CCN(C(=O)CCCC(=O)O)CC1	0.0	0.2	0
COC(=O)/C(=N/Nc1ccccc1C)N1CCCc2ccccc21	0.0	-0.3	-1
CC(C)NC(=O)Nc1ccc2c(c1)C(=O)N([C@@H](C)CO)C[C@@H](C)[C@H](CN(C)C(=O)CCCN(C)C)OCCCC[C@H](C)O2	0.3	-0.2	0
O=C(NCc1ccccc1)C(c1ccc(F)cc1)N(Cc1cccs1)C(=O)c1cnccn1 (centres undefined)	-0.1	-0.1	-3

The closing 6 records of the part before come first, to join the parts.
SMILES	Xi reactivation	E-selectin induc	FN deposit inh
COc1ccc(/C=N/NC(=S)Nc2ccccc2)cc1COc1ccc(F)cc1F	0.1	1.7	-11
COc1ccc(CCN=C(N)NS(=O)(=O)c2ccc3ccccc3c2)cc1	-0.1	-0.4	6
CC1CCN(C(=O)CCCC(=O)O)CC1	0.0	0.2	0
COC(=O)/C(=N/Nc1ccccc1C)N1CCCc2ccccc21	0.0	-0.3	-1
CC(C)NC(=O)Nc1ccc2c(c1)C(=O)N([C@@H](C)CO)C[C@@H](C)[C@H](CN(C)C(=O)CCCN(C)C)OCCCC[C@H](C)O2	0.3	-0.2	0
O=C(NCc1ccccc1)C(c1ccc(F)cc1)N(Cc1cccs1)C(=O)c1cnccn1 (centres undefined)	-0.1	-0.1	-3
COc1ccccc1N1CCN(C(=O)/C=C/c2cccs2)CC1	-0.1	0.3	8
O=C(Nc1cc([N+](=O)[O-])ccc1F)c1cccs1	0.0	0.3	10
Cc1ccc(S(=O)(=O)CCC(=O)NCc2ccc(Cl)cc2)cc1	-0.1	0.2	0
CC1=CC(=C(C#N)c2nc3ccccc3s2)C=C(C)N1c1ccc(F)cc1F	0.0	-0.1	4
COc1ccc(NCc2ccc([N+](=O)[O-])s2)c(OC)c1	0.0	-0.2	-7
C=CCc1ccc(OCCCCN2CCC(C)CC2)c(OC)c1	0.0	0.2	3
C=CCOc1c(Cl)cc(CNc2ccc3[nH]c(=O)[nH]c3c2)cc1OC	0.2	0.1	-1
CC1CCN(C(=S)Nc2ccc(SC(F)F)cc2)CC1	0.1	0.8	-10
CC(=O)N1N=C(c2cccc(Cl)c2)OC1c1cccc([N+](=O)[O-])c1 (centres undefined)	0.7	0.3	6
Cc1ccc([N+](=O)[O-])cc1NC(=O)c1ccc(CSc2ccccc2)cc1	0.0	-0.2	1
O=C(CCCSc1nc2ccccc2[nH]1)NCc1ccccc1Cl	0.0	0.3	0
Cc1sc(NC(=S)NC(=O)C2CCCCC2)c(C(N)=O)c1C	0.2	-0.1	-5
Cc1cc(/C=C(\C#N)C(=O)NC2CCCCCC2)c(C)[nH]1	0.1	-0.1	-13
Cc1ccc(N/N=C/c2ccc3c(c2)OCCO3)cc1Cl	0.0	0.0	1
Cc1cccc(NC(=S)Nc2ccccn2)c1C	0.5	0.0	8
COc1ccc2nc(NC(=O)/C=C/c3ccc4c(c3)OCO4)sc2c1	0.2	-0.2	0
Cc1cccc(NC(=O)c2sc(Cl)nc2C)c1C	-0.1	0.2	7
C=CCNC(=S)N/N=C/c1ccc(-c2ccc(Br)cc2)o1	0.0	0.5	-11
O=C(N/N=C/c1cccs1)c1ccc2c(c1)OCO2	-0.1	2.0	-4
CNc1nc(Nc2ccc(Br)cc2)nc(N)c1[N+](=O)[O-]	0.1	-0.1	-3
COc1ccc(/C=C/C(=O)NCCOc2ccccc2OC)cc1	0.0	0.2	4
O=C(c1ccc(-c2cccc(Cl)c2)o1)N1CCN(c2ccc([N+](=O)[O-])cc2)CC1	0.0	0.0	-6
CC1=CC(C)C2COC(c3ccc[n+](C)c3)C1C2C (centres undefined)	0.0	-0.3	3
O=C(c1cc2c(c(-c3cccc(Br)c3)n1)[C@@H](CCO)NC2)N1CCCCC1	0.3	132*	5
Cc1ccc(NC(=O)CSc2n[nH]c(C)c2[N+](=O)[O-])cc1	-0.1	-0.4	-2
CCO/N=C(\C)c1c(O)cc(C(C)C)n(-c2ccccc2)c1=O	0.2	0.1	-3
CCOc1ccc(C(=O)C[n+]2ccccc2C)cc1	0.1	1.8	-9
Cc1ccc2oc(=S)n(C)c2c1	0.1	-0.2	2
COc1cc2c(cc1NC(=O)C(C)NCc1ccccc1)oc1ccccc12 (centres undefined)	0.3	-0.1	-1
CC(C)NC(=O)Nc1ccc2c(c1)C(=O)N([C@H](C)CO)C[C@H](C)[C@@H](CN(C)C(=O)c1ccncc1)OCCCC[C@@H](C)O2	0.4	-0.1	3
CCN1CCN(C(=S)NC(C)c2ccccc2)CC1 (centres undefined)	0.2	-0.3	3
COC1=C(Nc2ccc(OC)cc2)C(=O)c2ccccc2C1=O	-0.2	-0.3	2
O=C(N/N=C/c1cccc(F)c1)c1c(O)c2c([nH]c1=O)CCCC2	-0.1	0.1	-1
O=C1C2CC=CCC2C(=O)N1c1ccc(NCCc2ccccc2)c([N+](=O)[O-])c1 (centres undefined)	0.7	-0.1	-5
CCS(=O)(=O)N1CCC(C(=O)NCCN2CCOCC2)CC1	0.6	0.2	-2
COc1ccc(CN(C)C[C@@H]2Oc3ccc(NC(=O)Nc4ccc(C(F)(F)F)cc4)cc3C(=O)N([C@H](C)CO)C[C@H]2C)cc1	0.1	-0.2	-24

Single records (already shown). Order of screens: Xi reactivation, E-selectin induc, FN deposit inh
Entry for `COC1=C(Nc2ccc(OC)cc2)C(=O)c2ccccc2C1=O` = -0.2, -0.3, 2
Entry for `Cc1ccc(NC(=O)CSc2n[nH]c(C)c2[N+](=O)[O-])cc1` = -0.1, -0.4, -2
Entry for `O=C1C2CC=CCC2C(=O)N1c1ccc(NCCc2ccccc2)c([N+](=O)[O-])c1` (centres undefined) = 0.7, -0.1, -5

Continued:
SMILES	Xi reactivation	E-selectin induc	FN deposit inh
CCN(c1ccccc1)S(=O)(=O)c1cc(C(=O)Nc2ccc(Br)cc2)ccc1F	-0.2	0.1	4
O=C(Cc1cccs1)NNC(=S)NC(=O)c1ccc(F)c(F)c1	0.4	0.0	-2
C/C(=N\NC(=O)CNc1cccc(C(F)(F)F)c1)c1ccc(Br)cc1	-0.1	-0.3	-5
CCOC(=O)N1CCN(c2ccc([N+](=O)[O-])cc2)CC1	0.0	-0.2	-2
CCC(=O)NC(=S)Nc1ccc(NC(=O)c2ccc([N+](=O)[O-])cc2)cc1	-0.1	0.1	-7
CC1=NN(c2ccccc2)C(=O)/C1=C/C=C/c1ccccc1	0.8	4.8	5
Clc1ccc(OCc2nnnn2-c2ccccc2)cc1	-0.1	0.1	-8
Cc1cc(Br)cc(C)c1NC(=O)c1ccccc1[N+](=O)[O-]	0.3	3.4	5
Cc1ccc(S(=O)(=O)NNC(=O)c2ccncc2)cc1	0.3	-0.3	7
CC(C)C(OC(=O)C1=Cc2ccccc2OC1)C(=O)NC1CCCC1 (centres undefined)	0.3	1.8	-7
CC1(Br)C2CCCC1C2S(=O)(=O)c1ccccc1 (centres undefined)	0.0	0.5	-4
O=C(CCNc1ccc(Cl)cc1)c1cccs1	-0.1	2.8	-6
CC1(C)C(=O)OC(c2cccn2-c2cccc([N+](=O)[O-])c2)C2(CCCCC2)C1=O (centres undefined)	0.0	0.2	-3
CCOC(=O)c1csc(NC(=O)Nc2cccc(OC)c2)n1	-0.1	1.7	-7
COC(=O)c1cn(Cc2c(C)cc(C)cc2C)nn1	0.0	0.1	0
Cc1ccc(NC(=O)c2ccccc2NC(=O)Cc2ccccc2)cc1	0.6	0.3	-3
CN(C)CCCOc1ccc2c(c1)Sc1ccccc1CC2=O	0.3	1.6	3
CN(C)/C=C1/C(=O)N(c2ccc([N+](=O)[O-])cc2)N=C1c1ccccc1	-0.1	0.4	7
O=C(CN1C(=O)c2ccccc2C1=O)N1CCN(C2c3ccccc3-c3ccccc32)CC1	2.4	0.0	8
COc1ccc2nc(N3C(=O)CC(Cc4ccc(C)cc4)C3=O)sc2c1 (centres undefined)	0.0	-0.1	2
O=C(NNc1ccccc1)C(=O)N1CCCCC1	0.0	1.2	0
Cn1c(C23CC4CC(CC(C4)C2)C3)n[nH]c1=S	0.5	-0.3	-5
NC(=O)c1ccc(NC(=O)c2ccccc2S(=O)(=O)c2ccccc2[N+](=O)[O-])cc1	0.2	0.0	0
COc1ccc(CCC(=O)NCCCNC(=O)CCc2ccc(OC)cc2)cc1	-0.2	-0.3	-3
O=C(Nc1ncc(S(=O)(=O)c2ccc([N+](=O)[O-])cc2)s1)c1ccc2ccccc2c1	-0.1	-0.6	-1
CC(Nc1cc(N2CCNCC2)ccc1[N+](=O)[O-])c1ccccc1 (centres undefined)	-0.1	-0.2	9
Cc1cccc(N2CCN(C3=NC(=O)/C(=C\c4cn[nH]c4-c4ccccc4)S3)CC2)c1	0.1	-2.8	-5
COC(=O)c1nn(-c2cccc(C)c2)c2nnc(Cc3ccccc3)c(=O)n12	0.0	0.2	0
Cc1cc(N)c(C)c([N+](=O)[O-])c1C	-0.1	0.2	-4
Cc1ccc(C)c(SCC(=O)Nc2cccc(S(=O)(=O)NC3=NCCCCC3)c2)c1	0.0	-0.1	2
CCOc1ccc(NC(=O)c2cc(SC)ccc2Cl)cc1	0.1	0.0	5
CCOc1ccc(NS(=O)(=O)c2cc(NC(=O)c3cccc(C)c3)ccc2Cl)cc1	0.1	0.2	8
COC(=O)c1c(NC(=O)CC2SC(N)=NC2=O)sc2c1CCC(C)C2 (centres undefined)	0.0	-0.4	-3
CC1Sc2n(c3ccccc3[n+]2C)N=C1c1ccccc1 (centres undefined)	-0.1	1.9	0
CCN(CC)S(=O)(=O)c1cc(NC(=O)COC(=O)Cn2cnc3ccccc32)ccc1C	0.1	0.1	-1
C[C@H](CO)N1C[C@H](C)[C@H](CN(C)C(=O)NC2CCCCC2)Oc2ncc(C#Cc3ccc(F)cc3)cc2C1=O	-0.6	0.9	6

Some of the entries above in another layout:
Below each compound: Xi reactivation	E-selectin induc	FN deposit inh
- NC(=O)c1ccc(NC(=O)c2ccccc2S(=O)(=O)c2ccccc2[N+](=O)[O-])cc1
    0.2	0.0	0
- COc1ccc(CCC(=O)NCCCNC(=O)CCc2ccc(OC)cc2)cc1
    -0.2	-0.3	-3

Additional structures follow:
SMILES	Xi reactivation	E-selectin induc	FN deposit inh
O=C(/C=C/c1ccccc1)NCCN1CCOCC1	0.0	-1.8	0
O=C(CN1CCN(Cc2ccc(Cl)cc2)CC1)N/N=C/c1c[nH]c2ccccc12	0.0	0.0	2
Clc1cccc2c1Sc1ccccc1CC2N1CCNCC1 (centres undefined)	0.1	-0.3	9
CCc1ccccc1NC(=O)CSc1ccsc1[N+](=O)[O-]	0.0	-0.6	-8

Only part of the results is shown; rates above refer to the full screens.
